Screening data: PubChem, Sanford-Burnham Center for Chemical Genomics
APJ ag – activates the human apelin receptor APJ | P35414 | CHO-K1 APJ PathHunter beta-arrestin, luminescence; 0% DMSO wells, 100% apelin | activation, % at 20 µM | 0.11% of 330,000 active;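 active = activation more than six SD over the plate average, tested at 20 µM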;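 note: 0% = DMSO alone and 100% = apelin-13 at 10 nM; some results filed as inactive read as strong as hits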
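Incubation: overnight seeding, 90 min compound at 25 °C, 1 h detection; test system: PathHunter CHO-K1 APJ (AGTRL-1) beta-arrestin reporter cells; amount: 1000 cells/well; doses: one dose, 20 µM compound, 1% DMSO; measured by: beta-gal luminescence; measure: agonist-driven arrestin binding to APJ; benchmarks: negative DMSO alone, positive Apelin-13 at 10 nM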
tim10-1 inh – tim10-1 yeast growth inhibition; S. cerevisiae tim10-1 ts strain growth, BacTiter-Glo, 24 h; inhibition, % at 20 µM; 2.2% of 330,000 active; AID 463190;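 active = inhibition of at least 40%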;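 note: mutant grown at 25 °C; 0% = DMSO wells with yeast and 100% = wells holding no yeast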
TIM10 inh – inhibits growth of TIM10 yeast strain; S. cerevisiae TIM10 strain growth, BacTiter-Glo luminescence, 24 h; inhibition, % at 10 µM; AID 463195; 1.4% of 330,000 active;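 active = inhibition of 40% or more at the single tested concentration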;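 note: wild-type TIM10 isogenic control strain grown at permissive 25 °C; 0% = DMSO yeast wells and 100% = minimal medium wells without yeast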
UPR CHOP act – apoptotic UPR (CHOP) activation; CHO-CHOP luciferase reporter, luminescence; percent of tunicamycin response over DMSO baseline; activation, % at 10 µM; 0.34% of 330,000 active; AID 449763;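 active = at 10 µM dose, activation of 40% or more, normalized to positive control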;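 note: 100% = tunicamycin at 10 µg/mL and 0% = DMSO alone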
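Test system: CHO CHOP reporter cells. Input: 500 CHO-CHOP cells per well. Medium: F12 with 10% FBS. Technique: luciferase luminescence. Measure: percent activation relative to tunicamycin control. Dosing: 10 µM compound, 0.5% DMSO. Timing: 16-18 h cell attachment, then 6 h compound exposure, 37 °C.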
GRIN3A LBD mod – NR3A (human) ligand-binding domain modulation; 2.5% of 340,000 active; AID 1259313; Tm shift relative to glycine control, % at 25 µM; NR3A LBD differential scanning fluorimetry, Tm shift; 0% = protein alone, 100% = glycine-bound protein;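 active = melting temperature shift of at least 10% of the positive control shift, at one fixed dose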
tim23-1 inh – inhibits growth of tim23-1 mutant yeast; S. cerevisiae tim23-1 growth, BacTiter-Glo luminescence, 24 h; inhibition, % at 20 µM; 1.3% of 330,000 active; AID 463212;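 active = growth inhibition of the mutant yeast at or above 50%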;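 note: temperature-sensitive mutant grown at 25 °C; plate controls were DMSO-treated mutant yeast for no effect and medium wells lacking yeast for full effect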
UPR XBP1 act – adaptive UPR (XBP1) activation. activation, % at 20 µM. CHO-XBP1 luciferase reporter, IRE1-XBP1 UPR activation, luminescence; percent of tunicamycin response, DMSO as zero. 0.33% of 330,000 active;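 active = versus positive control, 20 µM dose yields 30% or more activation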;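 note: 100% = tunicamycin at 10 µg/mL and 0% = DMSO only wells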
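Material: CHO cell line with stable XBP1 luciferase reporter; schedule: 16-18 h cell attachment at 37 °C, then 6 h compound exposure; signal: glow luminescence from Steady-Glo reagent; medium: serum-containing F12 medium, 10% FBS; benchmarks: tunicamycin 10 µg/mL and vehicle-only wells; read-out: percent activation relative to tunicamycin reference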
Mdm2-MdmX inh – human Mdm2/MdmX binding inhibition; SaOS-2 split-luciferase Mdm2/MdmX complementation, luminescence; inhibition, % at 8 µM; 3% of 330,000 active;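 active = inhibition of at least 50% at 8 µM in the primary screen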
Target sequence (O15151 whole entry, looked up): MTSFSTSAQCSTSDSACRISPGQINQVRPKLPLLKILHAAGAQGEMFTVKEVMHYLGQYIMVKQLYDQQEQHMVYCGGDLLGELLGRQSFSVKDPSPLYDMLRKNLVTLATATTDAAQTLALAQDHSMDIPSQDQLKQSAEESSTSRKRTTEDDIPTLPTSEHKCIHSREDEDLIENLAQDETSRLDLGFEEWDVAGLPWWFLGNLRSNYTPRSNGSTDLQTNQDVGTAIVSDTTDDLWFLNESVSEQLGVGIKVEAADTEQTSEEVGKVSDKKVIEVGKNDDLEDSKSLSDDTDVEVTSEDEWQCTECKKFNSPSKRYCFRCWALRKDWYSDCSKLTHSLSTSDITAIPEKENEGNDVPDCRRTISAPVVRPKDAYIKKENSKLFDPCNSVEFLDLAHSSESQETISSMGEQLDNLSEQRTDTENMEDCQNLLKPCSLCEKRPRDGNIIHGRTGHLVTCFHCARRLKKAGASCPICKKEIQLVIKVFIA
Target sequence (Q00987 whole entry, looked up): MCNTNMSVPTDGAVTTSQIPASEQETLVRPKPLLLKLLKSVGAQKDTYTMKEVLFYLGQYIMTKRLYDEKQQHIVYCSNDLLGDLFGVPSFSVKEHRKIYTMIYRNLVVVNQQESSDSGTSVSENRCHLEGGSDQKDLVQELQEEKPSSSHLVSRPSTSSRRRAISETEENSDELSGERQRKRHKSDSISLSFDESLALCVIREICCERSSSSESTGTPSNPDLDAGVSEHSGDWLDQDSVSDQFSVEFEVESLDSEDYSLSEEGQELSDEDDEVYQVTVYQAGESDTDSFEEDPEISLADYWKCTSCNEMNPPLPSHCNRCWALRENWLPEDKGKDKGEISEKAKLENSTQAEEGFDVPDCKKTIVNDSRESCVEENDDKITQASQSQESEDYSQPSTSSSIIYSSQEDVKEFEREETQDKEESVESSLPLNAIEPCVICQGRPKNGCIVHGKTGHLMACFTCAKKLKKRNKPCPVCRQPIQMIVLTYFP
NALP3 yeast inh – NALP3 inhibition in yeast; Yeast reconstituted NLRP3/ASC/caspase-1, beta-gal luminescence, 24 h; inhibition, % at 10 µM; 0.39% of 330,000 active; AID 2825;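 active = inhibition of 50% or more; inactive = inhibition below 50%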;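 note: plate controls were induced DMSO wells for no effect and uninduced yeast grown without galactose for full effect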
Active calls of the source: *. This is a random part of the collection; 8.2% or so of the library scored in one or more.

SMILES	APJ ag	tim10-1 inh	TIM10 inh	UPR CHOP act	GRIN3A LBD mod	tim23-1 inh	UPR XBP1 act	Mdm2-MdmX inh	NALP3 yeast inh
COC(=O)c1ccc(Cn2cc([N+](=O)[O-])cn2)cc1	1	2	5	-0.5	3	2	-8	16	1
C=CCOC(=O)C1=C(C)N=C2SCCC(=O)N2C1c1ccc(OC(=O)c2ccco2)cc1 (centres undefined)	-2	18	24	0.7	2	25	4	2	-7
O=C(O)COc1ccc(C(=O)Cc2ccc3c(c2)OCCCO3)c(O)c1	7	7	3	-0.8	1	12	-5	-7	12
O=C(Nc1nccs1)c1ccc(-c2ccc(Cl)cc2Cl)o1	-1	14	-41	11	0	4	4	-153	23
Cn1c(SCC(=O)OCC(=O)c2ccccc2)nnc1-c1cccs1	-3	17	11	-0.3	-1	7	0	11	19
C=C(Br)Cn1c(CCC)nc2ccccc21	-5	-3	-19	-3.6	-1	-11	-3	9	-34
CCC1(c2ccccc2)NC(=O)N(CC(=O)N(C)CC(=O)Nc2cccc(F)c2)C1=O (centres undefined)	0	8	6	0.0	2	0	-1	2	3
CS(=O)c1ccccc1-c1nc(-c2ccc(Cl)cc2)no1 (centres undefined)	-3	24	18	7.3	-1	18	2	-47	4
O=C1N=C(N2CCN(c3cccc4ccccc34)CC2)S/C1=C/c1cccs1	0	-3	9	0.0	0	18	-3	9	12
Cc1noc(C)c1C(=O)OCC(=O)Nc1ccc(N2CCOCC2)cc1	-3	-14	3	1.5	0	3	-1	-5	7
COC(=O)c1scc(C)c1NC(=O)c1ccccc1F	-4	12	1	1.0	1	5	0	12	6
COc1ccc(CCN2C(=O)C3C4CC(C5C(C(=O)NN)=NOC45)C3C2=O)cc1OC (centres undefined)	3	10	-1	-0.9	0	14	-3	-7	15
COc1ccc(/C=C/C(=O)Nc2ccccc2C(F)(F)F)cc1OC	-5	2	19	-0.2	-1	-7	3	-22	31
O=C(CSc1nc2[nH]ncc2c(=O)[nH]1)Nc1cccc(Cl)c1	-4	-3	-2	-1.2	6	-3	2	19	4
COC(=O)c1cccc(NC(=O)c2ccccc2)c1	-5	-18	38	1.2	-1	38	2	-8	20
Cc1ccc(S(=O)(=O)/C(C#N)=C/c2c(N3CCOCC3)nc3c(C)cccn3c2=O)cc1	-1	21	19	-0.9	1	33	-2	9	23
CCCCCCn1nc(C(=O)OCC(=O)NC2CCS(=O)(=O)C2)c2ccccc2c1=O (centres undefined)	-2	10	-1	0.0	-2	7	0	11	-13
O=C(c1cccnc1)N1CCN(C(=O)c2ccccc2F)CC1	-4	-6	-3	2.3	-2	-3	-2	9	1
Cc1cc(C)c(C#N)c(Sc2ccccc2N)n1	-6	21	10	3.9	-1	3	2	-23	15
OCC[C@H]1C[C@@H](O)[C@H](O)[C@@]2(CCc3ccccc3O2)O1	-2	-12	-3	-1.7	1	-4	-1	2	16
O=C1CCSc2cccc3cccc(c23)N1	0	-19	1	-1.5	-2	-16	-2	20	10
Cn1nnnc1SCc1ccc(C(=O)Nc2ccccc2F)cc1	-3	11	-2	0.4	-2	12	4	-2	8
O=C(Cc1cc(=O)oc2cc(O)ccc12)NC(Cc1ccc(Cl)cc1)C(=O)O (centres undefined)	-1	21	3	0.7	3	22	-3	-14	10
COc1cc(/C=C(\NC(C)=O)C(=O)O)cc(OC)c1OC	-3	13	18	0.6	1	13	-1	19	-5
O=C(O)CSCC(=O)N1CCN(c2ccnc3cc(Cl)ccc23)CC1	-1	8	0	-0.7	-1	3	-1	-11	3
CCN(CC)S(=O)(=O)c1ccc(N2CCOCC2)c(NC(=O)C(C)(C)C)c1	-2	-6	-14	0.8	0	7	-1	-28	7
C=CCNC(N)=S	1	-9	3	0.6	1	7	-4	26	16
CCOC(=O)N1CCN(Cc2nnc(-c3cccc(Br)c3)o2)CC1	-2	-1	5	1.2	-1	0	-5	26	1
Cc1c(N2C(=O)c3ccccc3C2(O)c2ccccc2)c(=O)n(-c2ccccc2)n1C (centres undefined)	-4	14	0	-1.2	1	11	-3	-7	-12
O=C(CCS(=O)(=O)c1cccc2nsnc12)NC1CCCCCC1	7	14	-10	0.4	0	9	-2	7	-3
Cc1ccc(-c2nnn(CC(=O)N3CCN(c4nc5ccccc5s4)CC3)n2)cc1	-6	4	-3	-0.3	-3	-20	-1	24	11
O=C(NCCc1ccc(Cl)cc1)c1ccc(OCC2CCCO2)cc1 (centres undefined)	2	-17	12	3.5	0	11	2	-1	16
O=C(NCc1ccccc1F)C1CCCN1C(=O)Nc1cccc(F)c1 (centres undefined)	-3	0	-7	0.1	-1	1	-3	-25	12
CCc1ccc2[nH]c(=O)c(CN(CCCO)C(=O)NCc3ccccc3)cc2c1	0	6	-2	-0.3	-2	-2	-1	-10	9
O=C(CSc1nnc(-c2ccccc2)o1)OCc1ccccc1	-3	11	12	-0.8	1	4	2	9	15
O=C1CN(C(=O)c2cc([N+](=O)[O-])ccc2Cl)C(c2ccccc2)c2cc(F)ccc2N1 (centres undefined)	2	24	14	-1.8	-3	20	-2	4	2
C#CCNC(=O)C1=C[C@@H](C)[C@H](CCCO)[C@@H](OCC)O1	-3	-23	2	-0.5	4	-3	-1	6	32
Nc1nc(SCC(=O)Nc2c(Br)cc([N+](=O)[O-])cc2Br)n[nH]1	3	12	-6	-1.4	-1	6	-1	-2	-7
Nc1ccc(C(=O)N2N=C(c3ccccc3)CC2(O)C(F)(F)F)cc1 (centres undefined)	-4	29	18	1.8	-1	50	-1	19	27
Cc1ccc(C(=O)N(CN2CCCC2=O)c2ccc(F)cc2)cc1	0	23	-11	1.6	0	2	2	-3	3

Looked up by structure from the entries so far (6):
SMILES	APJ ag	tim10-1 inh	TIM10 inh	UPR CHOP act	GRIN3A LBD mod	tim23-1 inh	UPR XBP1 act	Mdm2-MdmX inh	NALP3 yeast inh
CCOC(=O)N1CCN(Cc2nnc(-c3cccc(Br)c3)o2)CC1	-2	-1	5	1.2	-1	0	-5	26	1
Nc1ccc(C(=O)N2N=C(c3ccccc3)CC2(O)C(F)(F)F)cc1 (centres undefined)	-4	29	18	1.8	-1	50	-1	19	27
Cn1nnnc1SCc1ccc(C(=O)Nc2ccccc2F)cc1	-3	11	-2	0.4	-2	12	4	-2	8
C#CCNC(=O)C1=C[C@@H](C)[C@H](CCCO)[C@@H](OCC)O1	-3	-23	2	-0.5	4	-3	-1	6	32
Nc1nc(SCC(=O)Nc2c(Br)cc([N+](=O)[O-])cc2Br)n[nH]1	3	12	-6	-1.4	-1	6	-1	-2	-7
O=C(NCCc1ccc(Cl)cc1)c1ccc(OCC2CCCO2)cc1 (centres undefined)	2	-17	12	3.5	0	11	2	-1	16

4 of the entries above in order of the GRIN3A LBD mod value, highest first:
mol | TIM10 inh | GRIN3A LBD mod | UPR XBP1 act | Mdm2-MdmX inh | NALP3 yeast inh
CCN(CC)S(=O)(=O)c1ccc(N2CCOCC2)c(NC(=O)C(C)(C)C)c1 | -14 | 0 | -1 | -28 | 7
CCOC(=O)N1CCN(Cc2nnc(-c3cccc(Br)c3)o2)CC1 | 5 | -1 | -5 | 26 | 1
O=C1CCSc2cccc3cccc(c23)N1 | 1 | -2 | -2 | 20 | 10
O=C1CN(C(=O)c2cc([N+](=O)[O-])ccc2Cl)C(c2ccccc2)c2cc(F)ccc2N1 (centres undefined) | 14 | -3 | -2 | 4 | 2

New compounds follow:
SMILES	APJ ag	tim10-1 inh	TIM10 inh	UPR CHOP act	GRIN3A LBD mod	tim23-1 inh	UPR XBP1 act	Mdm2-MdmX inh	NALP3 yeast inh
Cc1cccc(-n2cc(CN3CCN(C(=O)c4ncn[nH]4)CC3)c(-c3cccc(F)c3)n2)c1	3	28	16	2.7	2	15	-2	15	18
CCCOc1ccc(-c2nnn(CC(=O)c3c[nH]c4ccccc34)n2)cc1	-1	-2	-2	1.4	-1	-13	-1	24	14
CC(O)[C@H](NC(=O)C1CCN(C(=O)[C@H](Cc2ccccc2)NC(=O)OC(C)(C)C)CC1)C(=O)O (some centres undefined)	1	8	4	2.8	-1	0	-5	-9	13
CCOC(=O)Nc1ccc(S(=O)(=O)N2CCOCC2)cc1	1	23	-27	-2.7	0	4	-1	3	18
Cc1ccc(S(=O)(=O)N2CC3(C)CN(S(=O)(=O)c4ccc(C)cc4)CC(C)(C2)C3=O)cc1	-4	10	-1	17	-2	-13	-2	3	12
COc1cc(C(C)=O)ccc1COc1ccc(C(=O)OCC(=O)NC2CCS(=O)(=O)C2)cc1OC (centres undefined)	-2	15	9	0.0	2	7	-1	1	-1
CCCCNCc1cc2ccccc2o1	-4	7	5	0.5	-1	4	-1	-11	-8
NC(N)=NS(=O)(=O)c1ccc(NC(=S)NC(=O)/C=C/c2cccs2)cc1	-3	-10	2	-1.3	11*	-2	-1	7	3
CC(C)S(=O)(=O)N1CCCC(C(=O)c2cccc(Cl)c2)C1 (centres undefined)	0	-2	-4	0.3	1	21	-2	10	7
CNC1(C(N)=O)CCNCC1	-2	-4	4	2.5	-1	3	-4	-26	-3
COc1ccc(CC(=O)NNS(=O)(=O)c2ccc(F)cc2)cc1OC	-3	-5	7	0.3	-1	0	-2	28	20
CN(C)CCCC1Sc2ccccc2Sc2ccccc21 (centres undefined)	1	38	25	3.4	1	12	2	48	-45
CC(=O)Nc1ccc(NC(=O)CC2Nc3cccc4cccc(c34)NC2=O)cc1 (centres undefined)	4	7	1	-1.8	-11	0	-3	26	18
Cc1cc2c(cc1S(=O)(=O)CCC(=O)Nc1cccc(C(F)(F)F)c1)OCC(=O)N2	-4	-3	-10	10	-1	-12	-8	23	9
COc1ccc(C(=O)NCCSCc2ccccc2)cc1OC	3	38	17	-2.7	-3	15	3	6	-5
CC12CCC(C(=O)OC3CCCCC3)(OC1=O)C2(C)C (centres undefined)	-3	8	1	1.6	-1	13	-2	-5	25

Record cards, from the list above. Values in the order: APJ ag, tim10-1 inh, TIM10 inh, UPR CHOP act, GRIN3A LBD mod, tim23-1 inh, UPR XBP1 act, Mdm2-MdmX inh, NALP3 yeast inh
NC(N)=NS(=O)(=O)c1ccc(NC(=S)NC(=O)/C=C/c2cccs2)cc1 is entered as -3, -10, 2, -1.3, 11*, -2, -1, 7, 3
CCOC(=O)Nc1ccc(S(=O)(=O)N2CCOCC2)cc1 is entered as 1, 23, -27, -2.7, 0, 4, -1, 3, 18

Shown as a hit in GRIN3A LBD mod, among the entries above:
canonical_smiles	TIM10 inh	GRIN3A LBD mod	UPR XBP1 act	Mdm2-MdmX inh	NALP3 yeast inh
NC(N)=NS(=O)(=O)c1ccc(NC(=S)NC(=O)/C=C/c2cccs2)cc1	2	11*	-1	7	3
